HCMV antiviral – qHTS Assay for inhibitors of the human cytomegalovirus (HCMV); HFF cells, HCMV-luciferase reporter, 72 h; active compounds read low; activity change, negative = inhibition, % at 57.5 µM; 410,000 compounds, 4.5% hits; AID 1259415, 2018; in the data active means activity change below about -60%; inconclusive means no clear call, values can overlap the other calls; inactive means above about -39%
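Steps: HFFs plated, 16 h 37C; compounds added; HCMV-luciferase added to MOI 1 PFU/cell; 72 h 37C; OneGlo reagent, 5 min room temperature; luminescence read, normalized to controls.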
TbPYK inhibitor – qHTS of Trypanosoma Brucei Inhibitors | pyruvate kinase (Trypanosoma brucei), Q57TT1 | TbPYK enzyme, Kinase-Glo Plus ATP luminescence, 45 min | Potency, µM (top dose mostly 76.8 µM), for the others: at the top dose activity, negative = inhibition, hits mostly inhibitors | 410,000 compounds, 0.12% hits | AID 624173, 2012; further: potency means the concentration at half of the fitted maximal effect; nearly all actives have a fitted effect of over 50% in size
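Glycolytic pyruvate kinase of T. brucei was incubated with substrate, test compound and 130 uM ADP for 45 minutes at room temperature. Luminescent Kinase-Glo Plus signal was measured after 10 minutes.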
AMA1-RON2 inh – qHTS for Inhibitors of AMA1-RON; Towards Development of Antimalarial Drug Lead: Primary Screen. AlphaScreen AMA1-biotinylated RON2 peptide binding. Potency, µM (series often up to 58.2 µM), for inactives: at the highest dose activity change, negative = inhibition, usual class: inhibitors. AID 720542, 2013. 360,000 compounds, 0.2% hits. Plasmodium falciparum AMA1 (3D7) - RON2 peptide interaction;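 further: potency means the concentration at half of the fitted maximal effect; 0% = vehicle wells and -100% = peptide control; nearly all actives have a fitted effect of over 45% in size; some results filed as inactive show a strong effect at the top dose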
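AMA1 (3D7) with his tag at 25 nM final met compounds first, then biotinylated RON2 peptide at 25 nM; detection used donor plus acceptor beads, 10 µg/mL apiece, read by AlphaScreen after 30 min at room temperature.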
Sm TGR inh – qHTS Assay for the Inhibitors of Schistosoma Mansoni Peroxiredoxins; Potency, µM (doses to about 114 µM), without a hit: top-dose activity change, negative = inhibition, actives largely listed as inhibitors; AID 485364, 2010; 360,000 compounds, 3% hits; purified TGR, DTNB reduction, TNB absorbance 405 nm; further: potency means the concentration at half of the fitted maximal effect; nearly all actives have a fitted effect of over 60% in size
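First, TGR (20 nM dispensed) and NADPH were mixed with compound. Second, a 15 min room-temperature incubation followed. Third, further NADPH and then DTNB were added to start the reaction. Finally, TNB absorbance was monitored kinetically.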
AmpC detergent – qHTS Inhibitors of AmpC Beta-Lactamase (assay with detergent) | P00811 | AmpC hydrolysis of nitrocefin, absorbance 480 nm, 0.01% Triton | Potency, µM (doses to about 114 µM), without a hit: at the top dose activity change, negative = inhibition, actives largely listed as inhibitors | 370,000 compounds, 0.041% hits | AID 485294, 2010;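 further: potency means the concentration at half of the fitted maximal effect; 0% = no-compound wells and -100% = no-enzyme wells; nearly all actives have a fitted effect of over 25% in size; some results filed as inactive show a strong effect at the top dose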
Target sequence (P00811 whole entry, looked up): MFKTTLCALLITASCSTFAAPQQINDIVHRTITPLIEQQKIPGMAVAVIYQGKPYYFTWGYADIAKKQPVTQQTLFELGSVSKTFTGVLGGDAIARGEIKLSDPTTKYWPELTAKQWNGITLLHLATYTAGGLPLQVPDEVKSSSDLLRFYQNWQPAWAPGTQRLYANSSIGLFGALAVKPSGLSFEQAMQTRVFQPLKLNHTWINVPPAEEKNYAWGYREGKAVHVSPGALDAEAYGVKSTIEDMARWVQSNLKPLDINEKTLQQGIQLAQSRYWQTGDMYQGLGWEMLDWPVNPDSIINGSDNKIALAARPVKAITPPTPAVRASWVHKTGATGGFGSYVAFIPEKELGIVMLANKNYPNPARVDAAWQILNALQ
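AmpC (5.3 nM in the dispensed reagent) in 20 mM phosphate pH 7.0 with 0.01% (detergent screen) or 0.0001% Triton X-100 was preincubated with compounds for 15 min at room temperature. Nitrocefin was then added from an 800 uM solution, and hydrolysis was followed at 480 nm.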
LmPK inh – qHTS Assay for Inhibitors of Leishmania Mexicana Pyruvate Kinase (LmPK) | purified LmPK, Kinase-Glo ATP luminescence, 1 h | Potency, µM (titrated, usually from 57.5 µM), inactives show at the highest dose activity change, negative = inhibition, hits mostly inhibitors | 290,000 compounds, 0.37% hits | AID 1721, 2009; further: potency means the concentration at half of the fitted maximal effect
Target sequence (Q27686 whole entry, looked up): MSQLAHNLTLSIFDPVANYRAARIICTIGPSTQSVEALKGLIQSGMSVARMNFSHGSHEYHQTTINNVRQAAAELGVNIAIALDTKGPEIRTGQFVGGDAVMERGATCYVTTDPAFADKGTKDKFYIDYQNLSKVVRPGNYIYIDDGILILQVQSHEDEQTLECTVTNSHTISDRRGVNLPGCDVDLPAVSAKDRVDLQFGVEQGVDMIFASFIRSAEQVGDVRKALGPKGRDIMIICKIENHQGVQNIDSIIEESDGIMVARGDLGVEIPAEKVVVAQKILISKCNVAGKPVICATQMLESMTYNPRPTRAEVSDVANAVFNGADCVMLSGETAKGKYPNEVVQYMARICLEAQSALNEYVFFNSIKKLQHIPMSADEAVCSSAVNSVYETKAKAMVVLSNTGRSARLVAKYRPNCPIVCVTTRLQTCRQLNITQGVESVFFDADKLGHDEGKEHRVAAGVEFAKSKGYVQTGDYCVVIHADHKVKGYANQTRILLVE
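Purified LmPK (0.1 nM) with 0.5 mM PEP and 0.1 mM ADP in imidazole buffer pH 7.2 with MgCl2/KCl, 1 h at room temperature. ATP formed was read by luciferase luminescence and normalized to no-enzyme and uninhibited controls.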
AmpC inh no detg – qHTS Inhibitors of AmpC Beta-Lactamase (assay without detergent); AID 485341, 2010; AmpC nitrocefin hydrolysis, absorbance 480 nm, 0.0001% Triton; Potency, µM (highest dose often 57.1 µM), without a hit: at the top dose activity change, negative = inhibition, actives largely listed as inhibitors; P00811; 330,000 compounds, 0.52% hits;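 further: potency means the concentration at half of the fitted maximal effect; plate controls were no compound for no effect and no enzyme for full effect; nearly all actives have a fitted effect of over 20% in size; some results filed as inactive show a strong effect at the top dose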
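AmpC (5.3 nM in the dispensed reagent) in 20 mM phosphate pH 7.0 with 0.01% (detergent screen) or 0.0001% Triton X-100 was preincubated with compounds for 15 min at room temperature. Nitrocefin was then added from an 800 uM solution, and hydrolysis was followed at 480 nm.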
* hit, by the source's call; ? = inconclusive; . = not tested or not shown; [ ] = another dose, or the depositor's remark. Unless noted, the call rests on the fitted dose curve; in most records, active means well fitted curve in the direction sought with a large enough effect; inconclusive means small, poorly fitted or top-dose-only effect, or another doubt; inactive means no such curve, though single readings can be large; an effect the other way counts as inactive or inconclusive. Unless noted, on the % scale 0 is the no-effect control and ±100 the full control effect.

Values run as follows: TbPYK inhibitor | LmPK inh | HCMV antiviral | AMA1-RON2 inh | AmpC inh no detg | Sm TGR inh | AmpC detergent
CCOC(=O)c1cccc(NC(=O)CCc2nc(-c3ccc(C)cc3)no2)c1
 : -7% | 1% | -28 | -4% | -15% | 0% | -4%
O=C(CSc1nc(-c2ccccc2)nc2c1Cc1ccccc1O2)Nc1ccc(C(=O)O)cc1
 : 2% | 0% | 33 | 8% | -29% | 2% | ?
CCN(CCCNC(=O)c1cc2c(=O)n(C)c3ccccc3c2s1)c1ccccc1
 : -2% | . | 15 | . | . | -3% | -1%
COCCN(Cc1ccccc1)C(=O)c1ccc2c(c1)NC(=O)CS2
 : -3% | . | 17 | -5% | -7% | -2% | -2%
CN(C)c1ccc(C(=O)Nc2cccc(S(=O)(=O)N3CCCC3)c2)cc1
 : 1% | . | 12 | 1% | 28µM* | -10% | -15%
FC(F)C(F)(F)c1cc(-c2ccc(Cl)cc2)n[nH]1
 : 4% | 0% | 33 | 1% | -19% | 11% | -5%
CC1=[N+](C)N(c2ccccc2)C(=O)C1N=Cc1ccccc1Cl (stereo unspecified)
 : 1% | 2% | 61 | 5% | -9% | 0% | -3%
CCNC(=S)N1CCn2cccc2C1c1ccc(F)cc1 (stereo unspecified)
 : 0% | 12% | -38 | -6% | -13% | -7% | 8%
Cc1nn(C)cc1CN1CCC(n2nccc2NC(=O)CCCc2ccccc2)CC1
 : -3% | -1% | 1 | 0% | 24% | -22% | -7%
Cc1ccsc1CN(C)C(=O)c1cc(S(=O)(=O)N2CCOCC2)ccc1N1CCCC1
 : -3% | . | 0 | -3% | -3% | 3% | -3%

Seven compounds drawn at random from those above, as already listed:
Values run as follows: TbPYK inhibitor | LmPK inh | HCMV antiviral | AMA1-RON2 inh | AmpC inh no detg | Sm TGR inh | AmpC detergent
CCOC(=O)c1cccc(NC(=O)CCc2nc(-c3ccc(C)cc3)no2)c1
 : -7% | 1% | -28 | -4% | -15% | 0% | -4%
CN(C)c1ccc(C(=O)Nc2cccc(S(=O)(=O)N3CCCC3)c2)cc1
 : 1% | . | 12 | 1% | 28µM* | -10% | -15%
CCNC(=S)N1CCn2cccc2C1c1ccc(F)cc1 (stereo unspecified)
 : 0% | 12% | -38 | -6% | -13% | -7% | 8%
CCN(CCCNC(=O)c1cc2c(=O)n(C)c3ccccc3c2s1)c1ccccc1
 : -2% | . | 15 | . | . | -3% | -1%
COCCN(Cc1ccccc1)C(=O)c1ccc2c(c1)NC(=O)CS2
 : -3% | . | 17 | -5% | -7% | -2% | -2%
Cc1ccsc1CN(C)C(=O)c1cc(S(=O)(=O)N2CCOCC2)ccc1N1CCCC1
 : -3% | . | 0 | -3% | -3% | 3% | -3%
Cc1nn(C)cc1CN1CCC(n2nccc2NC(=O)CCCc2ccccc2)CC1
 : -3% | -1% | 1 | 0% | 24% | -22% | -7%

Additional structures follow.
Values run as follows: TbPYK inhibitor | LmPK inh | HCMV antiviral | AMA1-RON2 inh | AmpC inh no detg | Sm TGR inh | AmpC detergent
CC1(C)Cc2c(C#N)c(N3CCNCC3)nc(-c3ccco3)c2CS1
 : -1% | 3% | 55 | -11% | -7% | 8% | -4%
Cc1c(C(=O)Nc2c(N)nc(SCC(=O)NCC3CCCO3)[nH]c2=O)cccc1[N+](=O)[O-] (stereo unspecified)
 : 0% | -6% | -34 | 21% | 0% | 7% | -4%
Cc1cccc(NC(=O)CCN2CC(C)OC(C)C2)c1 (stereo unspecified)
 : 3% | -5% | 37 | -1% | -8% | 4% | ?
CNc1nc(-c2cccc(C(=O)N(C)C)c2)cn2ccnc12
 : -3% | . | 6 | 26% | . | . | .
CCc1nn2cc(-c3ccccc3)nc2s1
 : ? | 11µM* | 2 | ? | -22% | 11% | 1%
O[C@@H]1Cc2ccccc2O[C@H]1c1ccccc1
 : -1% | . | -6 | 1% | . | . | .
Oc1ccc(-c2nc3ccccn3c2NCc2ccco2)cc1
 : -6% | -23% | 26 | 0% | -20% | -4% | -9%
CC(C)CNC(CC(=O)O)c1ccccc1 (stereo unspecified)
 : -1% | 0% | ? | -9% | -20% | 14% | 5%
Cc1cc(C)n(-c2ccc(C(=O)OCC(=O)Nc3ccc(Cl)c(S(=O)(=O)N(C)C)c3)cc2)n1
 : 2% | 4% | 33 | 6% | -3% | 6% | -4%
CCC1=Nc2cc(C(=O)NCCCOC)ccc2Sc2ccc(Br)cc21
 : -8% | . | -87* | . | . | 1% | 14%

Values run as follows: TbPYK inhibitor | LmPK inh | HCMV antiviral | AMA1-RON2 inh | AmpC inh no detg | Sm TGR inh | AmpC detergent
CC(=O)Nc1ccc(NC(=O)Cn2c(-c3ccc(F)cc3)cnc2SCC(=O)Nc2c(C)cccc2C)cc1
 : -11% | 3% | 83 | -5% | -26% | 5% | -2%
CCCCN1C(=N)N([C@@H](CCC)CN2CCC[C@H]2CN2C(N)=NC[C@@H]2Cc2ccccc2)C[C@H]1[C@H](C)CC
 : -14% | . | -32 | 21% | 31% | . | .
COC(=O)c1ccccc1NC(=O)N1CCN(Cc2ccco2)CC1
 : 1% | -1% | 2 | -3% | 36% | -1% | -4%
CN(C(=O)c1ccc(NC(=O)Cc2ccc(NC(=O)C3CCN(C(=O)C4CCCC4)CC3)cc2)cc1)C1CC1
 : -1% | . | 2 | ? | 65%[activator] | 1% | -7%
CCOc1ccc(N2C(=O)C3C4C=CC([C@H]5CC45)[C@@H]3C2=O)cc1 (stereo partly specified)
 : 4% | 4% | -33 | 5% | -6% | -8% | -3%
COC(=O)c1cccc(NC(=O)CCCN2C(=O)NC3(CCCC3)C2=O)c1
 : -1% | . | -7 | 3% | -7% | 6% | ?
CCOC(=O)c1ccc(Nc2cc(C)nc(-c3ccccc3O)n2)cc1
 : 3% | 1% | ? | 7% | -19% | -3% | -2%
CCC1=C(OC(=O)N(CC)CC)N2C(=O)OC(=NCC(=O)OC)[C@]2(Cc2ccccc2)[C@H]2C1=CC[C@H]1C(=O)N(CC(=O)OC)C(=O)[C@H]12
 : 0% | 5% | 8 | 9% | 186%[activator] | -7% | -4%
COCC(=O)N1CCC(Oc2ccc(C(=O)N3CCCCCCC3)cc2)CC1
 : 0% | 5% | 7 | 4% | 56% | -3% | 0%
Cc1cc(=O)oc2c(C)c(OCC(=O)N3C[C@H]4C[C@@H](C3)c3cccc(=O)n3C4)ccc12
 : -7% | 0% | 15 | 0% | -2% | 1% | ?

Values run as follows: TbPYK inhibitor | LmPK inh | HCMV antiviral | AMA1-RON2 inh | AmpC inh no detg | Sm TGR inh | AmpC detergent
COc1ccc(NC(=O)CCS(=O)(=O)c2ccc(OC)cc2)cc1
 : -2% | -3% | -20 | -1% | -23% | -5% | -12%
CSCCC(=O)N1CCCC(N(C)CCc2ccccc2)C1 (stereo unspecified)
 : 1% | 3% | 20 | 8% | -9% | -9% | 4%
Nc1nonc1-n1nnc(C(=O)N/N=C/c2ccc(Cl)cc2Cl)c1CN1CCCC1
 : -1% | -3% | 1 | 13% | -20% | 0% | ?
CC1CCCC(NC(=O)Cn2cc([N+](=O)[O-])ccc2=O)C1C (stereo unspecified)
 : -1% | . | -3 | -1% | -18% | 0% | -3%
Cc1ccc(-c2nc(CSc3nc4ccccc4c(=O)n3C)cs2)cc1
 : 2% | 0% | -26 | -1% | -46% | -8% | -2%
Cc1ccc(C(=O)N2CCN(c3ccccc3F)CC2)cc1NC1=NC2CS(=O)(=O)CC2S1 (stereo unspecified)
 : 3% | 2% | -21 | 0% | 33% | -6% | -7%
CCCNS(=O)(=O)c1ccc(OC)c(Cl)c1Cl
 : -1% | 2% | 3 | 7% | -22% | 39%[activator] | -5%
C/C(=N/OC(=O)C1CC1c1ccccc1)c1ccccc1 (stereo unspecified)
 : -26% | 1% | 14 | 19% | -24% | 5% | 11%
CC1CN(Cc2cc(=O)[nH]c(C3CC3)n2)CC(C)O1 (stereo unspecified)
 : 2% | -2% | 11 | 2% | ? | -6% | -5%
CN1CCN(NC(=O)c2cccc(Br)c2)CC1
 : 4% | -7% | 1 | 24% | -18% | 3% | ?

Values run as follows: TbPYK inhibitor | LmPK inh | HCMV antiviral | AMA1-RON2 inh | AmpC inh no detg | Sm TGR inh | AmpC detergent
CCC1=C2CC[C@H]3C(=O)NC(=O)[C@H]3[C@H]2[C@@]2(Cc3ccccc3)C(=NCC(=O)OC)OC(=O)N2C1=O
 : 2% | 0% | -5 | 4% | 18% | -1% | 1%
CC(C)c1cc(CN2CCN(Cc3ccc(F)c(F)c3)C(CCO)C2)[nH]n1 (stereo unspecified)
 : -4% | 0% | -5 | 19% | 24% | -11% | -2%
Cc1nn(Cc2ccccc2)c(C)c1NC(=O)c1noc2c1CCc1ccccc1-2
 : 2% | -2% | . | -7% | 43% | 5% | -9%
CC(=O)NC(c1cc(F)c2cccnc2c1O)C(C)C (stereo unspecified)
 : . | . | . | . | 6% | -15% | 2%
CN(C)c1nc(-c2ccccc2)[n+](C)s1
 : ? | 4% | 45 | 44%[activator] | -12% | -4% | -3%
COc1ccc(NC(=O)C2(c3ccc(NC(=O)c4ccc(C)cc4)cc3)CCCC2)cc1
 : 3% | -2% | 25 | 6% | -13% | -15% | -6%
CCC1Oc2ccc(C)cc2N(CC(=O)NCc2cccs2)C1=O (stereo unspecified)
 : 0% | 3% | -4 | 0% | -18% | -3% | -2%
O=C(CC1C[C@H](C(=O)N2CCOCC2)[C@@]2(CCC3CCCC3)c3[nH]c4ccccc4c3CCN2C1=O)NCc1ccco1 (stereo partly specified)
 : 2% | . | -21 | 4% | -1% | . | .
CCOC(=O)c1sc(N)c(C(N)=O)c1C
 : -17% | 5% | ? | -8% | -11% | -2% | ?
CC(=O)c1cccc(NC(=O)C2=CN3CCS(=O)(=O)N=C3C=C2)c1
 : 1% | . | -34 | -3% | -9% | -2% | -1%
Cc1ccc(S(=O)(=O)N(CCCN2CCCC2=O)Cc2cc3c(C)ccc(C)c3[nH]c2=O)cc1
 : 4% | -2% | -64* | -4% | 200%[activator] | -1% | -7%
CCOc1ccc(NC(=O)/C(C=Nc2ccccc2)=C(\C)O)cc1
 : -5% | -5% | 2 | -2% | 35% | -15% | -11%

Assay outcomes from PubChem BioAssay.
